Screening results as filed in PubChem BioAssay.
KDM5B inhibitor: Primary screen for KDM5B Histone Demethylases FDH-coupled qHTS; Lysine-specific demethylase 5B (Homo sapiens), Q9UGL1; KDM5B demethylase, FDH-coupled NADH fluorescence (FDH is formaldehyde dehydrogenase); Potency, µM (highest dose often 57.7 µM), for the others: top-dose activity change, negative = inhibition, actives largely listed as inhibitors; 2.6% of 220,000 active; active = well fitted inhibition curve with a large enough effect; inconclusive = small, poorly fitted or top-dose-only effect; inactive = no such curve, though single readings can be large or run the other way; note: 0% is about no effect; nearly all actives have a fitted effect of over 70% in size
Target sequence (Q9UGL1 whole entry, looked up): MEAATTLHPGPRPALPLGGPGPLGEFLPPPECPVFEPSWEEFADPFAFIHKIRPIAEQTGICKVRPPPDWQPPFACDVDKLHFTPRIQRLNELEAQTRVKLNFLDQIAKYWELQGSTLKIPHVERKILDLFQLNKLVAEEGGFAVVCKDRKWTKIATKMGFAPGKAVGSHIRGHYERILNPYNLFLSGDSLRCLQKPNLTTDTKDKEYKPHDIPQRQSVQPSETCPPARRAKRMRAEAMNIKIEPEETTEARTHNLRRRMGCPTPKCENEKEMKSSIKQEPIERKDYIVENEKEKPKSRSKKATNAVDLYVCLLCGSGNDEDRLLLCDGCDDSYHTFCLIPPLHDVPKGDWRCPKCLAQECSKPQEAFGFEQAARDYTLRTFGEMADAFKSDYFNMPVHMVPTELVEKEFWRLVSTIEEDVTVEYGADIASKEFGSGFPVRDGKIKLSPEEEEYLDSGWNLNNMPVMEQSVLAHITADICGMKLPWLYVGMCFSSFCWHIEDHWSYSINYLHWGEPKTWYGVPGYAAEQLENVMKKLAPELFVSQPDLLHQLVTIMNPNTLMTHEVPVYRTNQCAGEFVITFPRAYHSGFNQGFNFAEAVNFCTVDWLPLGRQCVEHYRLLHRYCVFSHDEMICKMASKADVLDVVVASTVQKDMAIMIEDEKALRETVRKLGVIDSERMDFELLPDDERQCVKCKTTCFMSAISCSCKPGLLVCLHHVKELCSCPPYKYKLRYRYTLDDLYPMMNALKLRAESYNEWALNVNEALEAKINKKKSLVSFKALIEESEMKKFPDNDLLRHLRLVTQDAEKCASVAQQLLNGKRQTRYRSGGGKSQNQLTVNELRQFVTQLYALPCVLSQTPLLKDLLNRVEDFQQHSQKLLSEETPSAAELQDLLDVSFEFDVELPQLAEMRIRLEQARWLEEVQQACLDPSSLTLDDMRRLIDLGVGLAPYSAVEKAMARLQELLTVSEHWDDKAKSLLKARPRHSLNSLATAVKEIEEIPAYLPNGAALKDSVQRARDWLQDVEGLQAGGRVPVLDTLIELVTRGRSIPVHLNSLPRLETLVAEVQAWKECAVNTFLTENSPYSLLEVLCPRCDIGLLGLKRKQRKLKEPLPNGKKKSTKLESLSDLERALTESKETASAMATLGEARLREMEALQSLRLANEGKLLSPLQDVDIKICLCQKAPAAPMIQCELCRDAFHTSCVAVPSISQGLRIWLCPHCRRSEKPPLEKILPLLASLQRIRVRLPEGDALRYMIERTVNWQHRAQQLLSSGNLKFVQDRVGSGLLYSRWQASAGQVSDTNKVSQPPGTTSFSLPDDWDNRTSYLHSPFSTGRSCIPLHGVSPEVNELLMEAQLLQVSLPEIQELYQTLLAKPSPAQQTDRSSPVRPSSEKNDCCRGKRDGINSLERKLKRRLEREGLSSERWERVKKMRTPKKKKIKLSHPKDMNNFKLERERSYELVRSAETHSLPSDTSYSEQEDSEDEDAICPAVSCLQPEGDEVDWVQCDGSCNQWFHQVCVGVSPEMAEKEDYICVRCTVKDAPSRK
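Here, H3K4me3 peptide (12.5 µM in substrate mix) is demethylated by KDM5BΔAP, 200 nM final, after 10 min compound exposure. Formaldehyde product is coupled through FDH (0.25 U/mL in mix) to NADH fluorescence; 30-min ΔRFU feeds dose-response curves.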
* hit, by the source's call; i = inactive; ? = inconclusive; & = joins results of further samples; [ ] = another dose, or the depositor's remark. Potency is the fitted concentration of half-maximal effect.

SMILES | KDM5B inhibitor
CS(=O)(=O)CCC(C(=O)NC1CCN(Cc2ccccc2)CC1)N1Cc2ccccc2C1=O (stereo unspecified) | 4%
CCCN(CCC)CC(=O)Nc1sc2c(c1C(=O)Nc1ccc(OC)cc1)CCC2 | ?
O=C(Cc1ccc(F)cc1)NC1CCN(c2cc(-c3ccc(Cl)cc3)[nH]n2)CC1 | -22%
O=C(N/N=C\c1cccs1)c1ccccn1 | 2%
Cc1ccc(NS(=O)(=O)c2ccc(N/N=C3/CCSC3)c([N+](=O)[O-])c2)c(C)c1 | -26%
CCn1cc(C(=O)N[C@H](C(=O)O)C(C)C)c(=O)c2cc3c(cc21)OCO3 | ?
CCOc1ccc(OCC)c(NC(=O)Cn2nc(CC)n3c(cc4sccc43)c2=O)c1 | -9%
Cc1ccc(Cl)cc1-n1ncc2c(NC3CCCCCC3)ncnc21 | ?
CC1(C)C2CC=C(/C=N/NC(N)=S)C1C2 (stereo unspecified) | ?
O=C(c1ccccc1F)N1CCn2c(nnc2-c2ccc(Cl)cc2)C1 | 11%[115 µM]
Cc1cc(C)cc(NC(=O)Cn2c(C)cc(C)c(C#N)c2=O)c1 | -9%
Cc1cc(C(=O)NC2CC(c3cc(=O)[nH]c(C4CC4)n3)C2)c(C)o1 (stereo unspecified) | 43%[activator]
COc1ccc(C)cc1-n1nnnc1SCc1nc(C(C)C)no1 | -14%
CC(NC(=O)Cn1nnn(-c2ccccc2)c1=O)c1ccccc1 (stereo unspecified) | -5%
COc1ccc(OC)c(S(=O)(=O)N2CCC(n3cnnc3C)CC2)c1 | 20%
Cc1ccc(NC(=O)CSCc2cc(=O)n3ccsc3n2)cc1 | 9%
CC(C)[C@H]1NC(=O)[C@@H]2[C@@H](NC(=O)NC3CCCCC3)CCN2C1=O | -4%[86.2 µM]
CCn1cnc2c1c(=O)n(CC(=O)NCCc1ccccc1F)c(=O)n2Cc1ccccc1 | -11%
Cc1csc(/C(C#N)=C\c2ccc(COc3ccc(Cl)cc3Cl)o2)n1 | 7%
COc1ccc(-c2cc(-c3ccc4c(c3)CNC4=O)cn3cncc23)cc1 | 22µM*
Cc1ccc(C(=O)N2CCC3(CC2)c2[nH]c4ccccc4c2CCN3C)cn1 | 1%
COc1cc(C2NC(=O)c3c(sc4c3CCN(C)C4)N2)cc(OC)c1OC (stereo unspecified) | ?
CCC1CN(Cc2cn(Cc3ccccc3)nc2-c2cc3ccccc3o2)CCO1 (stereo unspecified) | ?
Cc1nc(N)nc(C)c1CC(=O)N1CCn2nc(C(O)CO)cc2C1 (stereo unspecified) | 4%
COC(=O)Cn1ccn2nc3c(c2c1=O)CCCC3 | -16%

Three entries from above, ordered by count of non-hydrogen atoms, rising.
SMILES | KDM5B inhibitor
Cc1ccc(NS(=O)(=O)c2ccc(N/N=C3/CCSC3)c([N+](=O)[O-])c2)c(C)c1 | -26%
CCCN(CCC)CC(=O)Nc1sc2c(c1C(=O)Nc1ccc(OC)cc1)CCC2 | ?
CCOc1ccc(OCC)c(NC(=O)Cn2nc(CC)n3c(cc4sccc43)c2=O)c1 | -9%

Next compounds.
SMILES | KDM5B inhibitor
Cc1cccc(NC(=O)c2ccc(Cl)nc2)n1 | 19%
Cc1ccc(NC(=O)Cn2c(=O)c3ccc(Cl)cc3n3nncc23)cc1 | -16%
CC(C)c1ccc(NC(=O)C(Cc2ccccc2)NS(=O)(=O)c2ccc3c(c2)CCC(=O)N3)cc1 (stereo unspecified) | -17%
Cc1nnc(NC(=O)C2CC(=O)N(c3n[nH]c4cccc(F)c34)C2)s1 (stereo unspecified) | -33%
COc1cc(CNC(=O)Cc2ccc(C)cc2)ccn1 | 24%
O=C(CC12CC3CC(CC(C3)C1)C2)OCC(=O)c1ccc2c(c1)OCO2 | 6%
Cc1nn(-c2ccc3nncn3n2)c2c1C(c1cccc(Br)c1)CC(=O)N2 (stereo unspecified) | 13%
COC1CCN(C(=O)c2c(-c3cnn(C)c3NCc3cccnc3)noc2C)CC1 | 5%[86.2 µM]
CCn1c(=O)c2ccccc2n(CC(=O)Nc2cccc3cccnc23)c1=O | 9%
COc1ccc(N(CC(=O)NCc2ccccc2)C(=O)CCC(=O)Nc2cc(C)ccn2)c(OC)c1 | 9%
COc1ccc(OC)c(CNc2ncnc3c2nc2n3CCCC2)c1 | ?
Cc1ccc2nc(CSc3nnc(N4CCCC4)n3-c3ccccc3Cl)cn2c1 | 7%
COC[C@@H]1CN(C(=O)c2ccc(F)cc2F)C[C@H]1c1ccncc1 | -6%
O=C(CCCc1nc(-c2ccccc2)no1)Nc1cccc(S(=O)(=O)N2CCOCC2)c1 | 9%
COc1ccc(CC(=O)Nc2sc3c(c2C(=O)Nc2cccc(C)c2)CCCCC3)cc1 | ?
Cc1ccc(CNC(=O)c2c(-c3ccccc3Cl)noc2C)o1 | ?
CCOC(=O)c1c(C)c(-c2ccccc2)n(CC(=O)Nc2cccc(F)c2)c1C | -15%
Cc1ncsc1CN1CCC(C2CCN(S(C)(=O)=O)CC2)C1 (stereo unspecified) | -24%
O=C(NC1CC1)[C@@H]1C[C@H](Oc2ccccc2)CN1C(=O)C1CCC1 | -12%
COc1cc(C(C)=O)ccc1OCCOc1ccc(F)cc1 | -2%
CC1(C(=O)NC2CCCCC2)Cn2nc(-c3ccco3)cc2C(=O)N1c1ccccc1F (stereo unspecified) | -11%
O=C(c1ccc(Cl)cc1)N1CCC(n2cc(-c3ccncc3)[nH]c2=O)CC1 | ?
O=C(NCCc1ccccn1)C1CC=CCC1 (stereo unspecified) | 20%
COC(=O)CCOc1ccc(S(=O)(=O)Nc2c(F)cccc2F)cc1 | 22%
CCOc1ccc(NC(=O)c2sc3nc4c(cc3c2N)CCCCCC4)cc1 | 10%
SMILES | KDM5B inhibitor
Cc1ccc(C)c(C(=O)N2CCCC(n3cc(-c4nc(C(C)C)no4)nn3)C2)c1 (stereo unspecified) | -10%
Cc1ccc(CC(=O)Nc2ccc(-c3nnc4n3CCCC4)cc2)cc1 | -4%
OC(c1cccc(C(F)(F)F)c1)c1nc(Nc2ccc(F)cc2F)n[nH]1 (stereo unspecified) | -12%[86.2 µM]
O=c1cc(-c2ccncc2)oc2c(-c3ccccc3Oc3ccccc3)nccc12 | ?
COc1cccc(CN2C(=O)c3ccccc3C2C(=O)NCCc2ccccc2)c1 (stereo unspecified) | -13%
CNC(=O)N1CCC(Cc2nncn2C)C1 (stereo unspecified) | 14%
O=S(=O)(c1cc(F)ccc1F)N1CCN(Cc2cccc3cccnc23)CC1 | 11%
Cc1cccc(NC(=O)N2CCC3(CC2)SCC(=O)N3Cc2ccccc2)c1C | -7%
CC(NCC(=O)NC1(C#N)CCCCC1)c1ccc(Cl)cc1Cl (stereo unspecified) | 10%
O=C(C1COc2ccccc2C1)N1CCC(Cc2noc(C3CC3)n2)CC1 (stereo unspecified) | ?
Cc1ccc(CCNC(=O)CCS(=O)(=O)c2cc3c(cc2C)NC(=O)CO3)cc1 | ?
Cc1cc(S(=O)(=O)N(C)C)c(C)cc1Br | -3%
O=C(NC1CCCCC1)N1Cc2[nH]cnc2C[C@H]1c1nc(-c2ccncc2)no1 | ?
Cc1nc2ccc(Cl)cc2cc1C(=O)N1CCN(CC(=O)N2CCCCC2C)CC1 (stereo unspecified) | 12%
CCc1nc2ccccc2c(C(=O)OCC(=O)NCC(F)(F)F)c1C | 9%
CC1CCCN(C(=O)CSc2nc(-c3ccco3)cc(C(F)(F)F)n2)C1 (stereo unspecified) | 15%
O=S(=O)(c1ccc(N2CCN(Cc3cccc4ccccc34)CC2)nc1)N1CCOCC1 | 2%
CC(C)CNC(=O)c1ccc2c(c1)C1(CCN(C)C1)CN2CC1CCOCC1 (stereo unspecified) | 35µM*
Cn1c(=O)c2c(ncn2CC(=O)OCc2cccc3ccccc23)n(C)c1=O | 0%
CCOC(=O)N1CCC2(CC1)OC(=O)C(C)=C2C(=O)NCc1ccc(C)cc1 | 11%
Cn1ccnc1COc1ccc(CSc2nnnn2C(C)(C)C)cc1 | 14%
COc1ccc(NC(=O)Cn2nc3n(c2=O)CCCCC3)cc1OC | 17%
CNC(=O)[C@@H](c1ccccc1F)N1CCC[C@H]1C(=O)NC1CC1 | ?
COc1ccc(-c2nn(-c3ccccc3C)cc2CN2CCN(C)C(=O)[C@@H]2C)cc1F | ?
Cc1ccc(NC(=O)CN(c2ccccc2)S(=O)(=O)N(C)C)cc1Cl | -6%

Random excerpt: two records from the list
SMILES | KDM5B inhibitor
CC(NC(=O)Cn1nnn(-c2ccccc2)c1=O)c1ccccc1 (stereo unspecified) | -5%
COc1ccc(C)cc1-n1nnnc1SCc1nc(C(C)C)no1 | -14%

Quoted from the entries so far, three compounds:
SMILES | KDM5B inhibitor
CS(=O)(=O)CCC(C(=O)NC1CCN(Cc2ccccc2)CC1)N1Cc2ccccc2C1=O (stereo unspecified) | 4%
CCCN(CCC)CC(=O)Nc1sc2c(c1C(=O)Nc1ccc(OC)cc1)CCC2 | ?
O=C(Cc1ccc(F)cc1)NC1CCN(c2cc(-c3ccc(Cl)cc3)[nH]n2)CC1 | -22%

(more compounds)
SMILES | KDM5B inhibitor
COCCNC(=O)c1ccc2c(c1)C1(CCN(C)C1)CN2Cc1csc(C)n1 (stereo unspecified) | ?
CC(Sc1ccc(C(C)(C)C)cc1)C(=O)NC(C)(C)C (stereo unspecified) | -16%
C=CC(=O)OCCSc1nc(N2CCOCC2)nc(N2CCOCC2)n1 | 21%
O=C(Cn1nc2c(cc1=O)CCCCC2)N[C@@H](C(=O)O)c1ccccc1 | 31%[activator]
C=C(C)CNc1ccc(C(=O)NCCC2CCCCN2C)cn1 (stereo unspecified) | ?
Cc1noc(C)c1CC(=O)N1CCCn2ccnc2C1c1ccccc1 (stereo unspecified) | -2%
O=c1cc(-c2cccnc2)oc2c(NCCc3ccccn3)nccc12 | -12%[86.2 µM]
COCc1noc([C@@H]2CN(S(=O)(=O)Cc3cccc(F)c3)C[C@H]2C(N)=O)n1 | 17%
O=C(c1ccc(Br)o1)N1CC2CC(C1)[C@H]1CCCC(=O)N1C2 (stereo partly specified) | 2%
NC(=O)c1ccc(COC(=O)c2ccccc2-c2ccccc2)cc1 | 8%
CC(C)[C@@H](CO)N1Cc2nnn(Cc3ccccc3)c2-c2ccccc2S1(=O)=O | 21%
CC(C)(C)N1Cc2nnn(CC3CCCCC3)c2-c2cc(F)ccc2S1(=O)=O | 4%
COc1ccc(S(=O)(=O)N2CCN(C(=S)NCC3CCCO3)CC2)cc1OC (stereo unspecified) | 35%
Cc1ccc(C)c(Cn2c(=O)n(CCc3ccccc3)c(=O)c3c(C)c(C)sc32)c1 | -5%
Cc1ccccc1Nc1nn2c(=O)c3ccc(C(=O)NCCc4ccc(Cl)cc4)cc3nc2s1 | ?
CCc1ccc(-c2cc3c(N4CCN(c5ccccc5)CC4)nccn3n2)cc1 | -27%
Oc1ccccc1C=Nc1ccc(C23CC4CC(CC(c5ccccc5)(C4)C2)C3)cc1 | -2%
c1ccc2sc(-c3ccncc3)nc2c1 | ?
CCOc1ccc(C2C(C(=O)Nc3ccccc3)=C(C)Nc3nc(SCc4cccc(OC)c4)nn32)cc1 (stereo unspecified) | -1%
C[C@@H]1C(=O)O[C@H]2[C@H]1CC[C@@]1(C)Cc3sc(Nc4ccccc4)nc3[C@@H](C)[C@H]21 | -20%[86.2 µM]
CC(NC(=O)c1ccc(-c2ccc(F)cc2)o1)C12CC3CC(CC(C3)C1)C2 (stereo unspecified) | ?
CCOc1ccc(S(=O)(=O)Nc2nc3ccccc3nc2NC2CCCCC2)cc1 | 17%
O=C(NCc1ccc(F)cc1)C1CC(=O)N(c2n[nH]c3ccccc23)C1 (stereo unspecified) | ?
COc1ccc(CNC(=O)Cc2c(C)c3ccc(O)cc3oc2=O)cc1 | i
Cc1cc(C)cc(Nc2nc3ccccc3nc2-n2nc(C)cc2C)c1 | ?

Quoted from the listing:
Result for COC1CCN(C(=O)c2c(-c3cnn(C)c3NCc3cccnc3)noc2C)CC1 under KDM5B inhibitor: 5%[86.2 µM]
Result for Cc1ccc2nc(CSc3nnc(N4CCCC4)n3-c3ccccc3Cl)cn2c1 under KDM5B inhibitor: 7%
Result for O=C(c1ccccc1F)N1CCn2c(nnc2-c2ccc(Cl)cc2)C1 under KDM5B inhibitor: 11%[115 µM]
Result for Cn1ccnc1COc1ccc(CSc2nnnn2C(C)(C)C)cc1 under KDM5B inhibitor: 14%

The results go on:
SMILES | KDM5B inhibitor
COc1ccc(C(=O)NC2CCCN(c3cc(-c4ccccc4)[nH]n3)C2)cc1 (stereo unspecified) | ?
COc1ccc(-c2nc(CSc3nnc(C)n4c3cc3sccc34)c(C)o2)cc1 | -40%
COCCn1c(C)cc(C(=O)CSc2nc3nc(C)cc(C)n3n2)c1C | 12%
COc1ccc(-c2cnc(C)o2)cc1S(=O)(=O)Nc1cccc(C(F)(F)F)c1 | 4%&11%
CCC(CC)C(=O)N1CCc2cc(OC)c(OC)cc2C1COc1ccc2c(C)cc(=O)oc2c1 (stereo unspecified) | -5%
CO[C@H]1[C@H](NC(=O)c2sccc2Cl)c2ccccc2C12CCNCC2 | -6%
CCSc1nc(N)c2c3c(sc2n1)CCCC3C (stereo unspecified) | 2%
CCCC1=C(C(=O)OCC)C(c2ccccc2C)C(C#N)=C(N)O1 (stereo unspecified) | ?
COc1cccc(CNc2nccn(-c3ccc(OC)c(OC)c3)c2=O)c1 | -6%
CC(C(=O)O)N1CC2(CCC1=O)CCN(C(=O)N1CCCC1)CC2 (stereo unspecified) | 25%

Not all compounds are listed; the hit share may differ from the screen's.
